High-throughput results (PubChem)
CHRM5 agonist – CHRM5 agonism in calcium assay; actives 0.19% (n = 360,000); AID 624037; CHO-K1 hM5 cells, Fluo-8 calcium fluorescence; 0% DMSO wells, 100% maximal acetylcholine response; activation, % at 3 µM; P08912;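 active = activation above the run's mean over test compounds plus 3 SD, cut at about 23% in these data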;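 also: signal is peak over basal fluorescence ratio across the kinetic read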
Target sequence (P08912 whole entry, looked up): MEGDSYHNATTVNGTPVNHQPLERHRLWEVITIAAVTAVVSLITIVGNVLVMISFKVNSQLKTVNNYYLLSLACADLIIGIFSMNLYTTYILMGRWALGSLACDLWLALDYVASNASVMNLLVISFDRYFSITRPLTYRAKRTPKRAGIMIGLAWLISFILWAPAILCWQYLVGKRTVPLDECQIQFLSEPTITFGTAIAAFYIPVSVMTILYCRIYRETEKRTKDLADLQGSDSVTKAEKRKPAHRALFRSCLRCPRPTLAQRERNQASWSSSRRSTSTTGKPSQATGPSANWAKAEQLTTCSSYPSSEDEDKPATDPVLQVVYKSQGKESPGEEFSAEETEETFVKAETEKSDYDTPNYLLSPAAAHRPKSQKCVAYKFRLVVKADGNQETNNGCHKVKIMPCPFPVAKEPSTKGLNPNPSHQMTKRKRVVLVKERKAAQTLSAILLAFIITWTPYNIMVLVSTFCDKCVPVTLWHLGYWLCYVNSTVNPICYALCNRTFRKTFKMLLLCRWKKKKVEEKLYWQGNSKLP
M4 ag – agonists of human muscarinic M4 receptor (CHRM4) | activation, % at 3 µM | CHO-K1 hM4/Gqi5, Fluo-8 calcium fluorescence; vehicle 0%, full acetylcholine response 100% | AID 624127 | actives 0.14% (n = 360,000);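 active = activation above the run mean over all test wells plus 3 SD, cut at about 32% in these data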;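 also: peak over basal fluorescence ratio per well then scaled between controls; 0% = DMSO wells and 100% = acetylcholine at EC100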
Target sequence (P08173 whole entry, looked up): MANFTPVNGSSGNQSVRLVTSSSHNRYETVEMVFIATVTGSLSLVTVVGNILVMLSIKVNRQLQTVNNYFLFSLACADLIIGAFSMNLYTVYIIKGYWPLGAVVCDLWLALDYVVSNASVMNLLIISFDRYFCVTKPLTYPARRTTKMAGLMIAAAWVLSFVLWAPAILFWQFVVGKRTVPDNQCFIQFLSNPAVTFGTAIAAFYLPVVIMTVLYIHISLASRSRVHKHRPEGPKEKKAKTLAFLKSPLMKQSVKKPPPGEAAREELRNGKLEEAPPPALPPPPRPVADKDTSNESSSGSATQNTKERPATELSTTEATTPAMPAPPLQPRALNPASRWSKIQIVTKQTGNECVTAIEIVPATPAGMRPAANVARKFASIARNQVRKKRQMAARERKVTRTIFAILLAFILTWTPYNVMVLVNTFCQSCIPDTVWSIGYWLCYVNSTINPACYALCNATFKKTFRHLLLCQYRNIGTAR
CHRM4 antagonist – antagonists of human muscarinic M4 receptor (CHRM4) | AID 624125 | inhibition, % at 3 µM | CHO-hM4 cells, ACh EC80, Fluo-8 calcium fluorescence | P08173 | actives 0.73% (n = 360,000);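 active = inhibition above its plate's cutoff, the mean inhibition of sample wells plus 3 SD, cut at about 27% in these data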;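 also: 0% = acetylcholine EC80 with DMSO and 100% = DMSO without agonist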
CRFR2-BP ag – CRF-BP/CRF-R2 complex agonism; actives 0.46% (n = 350,000); activation, % at 13.2 µM; HEK293 CRF-R2/CRF-BP, calcium dye fluorescence (FLIPR); percent of saturating CRF peptide response;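 active = activation of at least 50%, plus an integration ratio under a set limit after plate pattern correction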;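 also: plate controls were neutral control wells without compound for no effect and CRF at EC100 for full effect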
M5 antag – antagonists of human muscarinic M5 receptor (CHRM5) | P08912 | CHO-hM5 cells, Fluo-8 calcium fluorescence, ACh EC80 | inhibition, % at 3 µM | actives 0.59% (n = 360,000) | AID 624040;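 active = inhibition above a per-plate cutoff, the mean of that plate's test compounds plus 3 SD, cut at about 27% in these data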;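 also: 0% = acetylcholine EC80 with DMSO and 100% = DMSO without agonist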
CHRM4 PAM – CHRM4 positive allosteric modulation; P08173; CHO-K1 hM4/Gqi5, Fluo-8 calcium fluorescence, ACh EC20; 0% = ACh EC20, 100% = maximal ACh; activation, % at 3 µM; actives 0.4% (n = 360,000); AID 624126;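 active = activation above its plate's cutoff, the mean activation of sample wells plus 3 SD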; also: some results filed as inactive read as strong as hits
M1 PAM – human CHRM1 positive allosteric modulation; P11229; CHO-K1 hM1, Fluo-8 calcium fluorescence, ACh EC20; 0% = ACh EC20, 100% = maximal ACh; activation, % at 3 µM; actives 0.088% (n = 360,000); AID 588819; in the data active = activation above about 19%, passing the limit was not always enough
M5 PAM – CHRM5 positive allosteric modulation | actives 0.3% (n = 360,000) | AID 624038 | CHO-K1 hM5, Fluo-8 calcium, ACh EC20 PAM; 0% = ACh EC20, 100% = ACh EC100 | activation, % at 3 µM;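 active = activation above the run cutoff, the mean activation of all test compounds plus 3 SD, cut at about 18% in these data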
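Test system: CHO-K1 hM5 cells / Doses: single-point, 3 µM nominal / Times: Post-acetylcholine fluorescence recording 140 s / Technique: Fluo-8 calcium fluorescence / Measure: Max/basal fluorescence ratio as % of EC20–EC100 ACh window / Benchmarks: low control EC20 acetylcholine (0%), high control EC100 acetylcholine (100%) / Replicates: one well per compound, no replicates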
M1 antag – blocks human M1 muscarinic receptor; actives 1.3% (n = 360,000); P11229; AID 588852; CHO-K1 hM1, Fluo-8 calcium fluorescence, ACh EC80 antagonist; inhibition, % at 3 µM;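 active = percent inhibition above its own plate's cutoff, namely the mean of that plate's compound wells plus 3 SD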;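 also: peak over basal fluorescence ratio during 140 s after agonist addition; 0% = ACh EC80 plus DMSO and 100% = DMSO alone without agonist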
Starred values were filed as active, the others as inactive; x = no result given.

[1] Nc1nc(-c2ccc(F)cc2)cs1
[2] c1ccc2cc3c(NCCN4CCOCC4)ccnc3cc2c1
[3] COc1cc(C(O)C(=O)O)ccc1O (stereo not drawn)
[4] COc1ccc(C(CNc2ccc(C(F)(F)F)cn2)N(C)C)cc1OC (stereo not drawn)
[5] Cn1c(N)c(C(=O)NCc2ccccc2)sc1=S
[6] Cc1ccc(NC(=O)N/C=C/c2ccco2)cc1C

compound no.	1	2	3	4	5	6
CHRM5 agonist	-2	-2	0	-6	-2	2
M4 ag	0	1	0	2	2	1
CHRM4 antagonist	7	3	-16	0	-2	-6
CRFR2-BP ag	-2.4	3.9	1.3	1.6	1.8	-1.0
M5 antag	0	13	-6	3	9	2
CHRM4 PAM	-2	-4	5	1	36*	9
M1 PAM	11	-2	6	4	9	0
M5 PAM	3	-5	-1	1	0	5
M1 antag	-11	-1	-31	-9	-3	-4

[7] CCc1cccc(Nc2c([N+](=O)[O-])cc(C(=O)N3CC(=O)Nc4ccccc43)cc2[N+](=O)[O-])c1
[8] CC(=O)c1cccc(NC(=O)c2cccc3c(-c4cccc(C(N)=O)c4)coc23)c1
[9] CCN(CC(=O)Nc1ccc(OC)cc1)CC(=O)Nc1ccc2c(c1)OCO2
[10] CCOc1ccccc1N(CC(=O)NC1CCCC1)S(=O)(=O)c1ccc(C)cc1
[11] CCN(CC)CCn1c(SCC(=O)Nc2cccc(OC)c2)nc2c(sc3ccccc32)c1=O
[12] N#C/C(=C/Nc1ccccc1F)S(=O)(=O)c1ccc(Cl)cc1

compound no.	7	8	9	10	11	12
CHRM5 agonist	-2	6	1	-6	-9	1
M4 ag	-1	22	1	1	1	7
CHRM4 antagonist	-4	14	0	-12	-2	-10
CRFR2-BP ag	-0.3	x	1.4	7.1	-0.6	-0.1
M5 antag	5	21	4	14	5	1
CHRM4 PAM	9	-11	6	-1	-3	4
M1 PAM	18	-13	4	10	10	9
M5 PAM	-3	-16	-8	2	13	-7
M1 antag	-8	20	-6	-12	-4	-5

[13] Cc1ccc(OCC(O)CNC2CCCC2)c(C)c1 (stereo not drawn)
[14] CCCC(=O)Nc1c(-c2ccccc2)[nH][nH]c1=O
[15] C[C@H](NC(=O)c1nc[nH]c1C(=O)NC1CCNCC1)C(=O)OC(C)(C)C
[16] Cc1ccc(CNC(=O)CSc2nc(=O)n3ccc(C)cc3n2)cc1
[17] Cc1cc(Cl)ccc1NC(=S)N1CCN(Cc2ccc3c(c2)OCO3)CC1
[18] CC(C)Oc1cccc(-c2cc(C(=O)N3CCN(c4ncccn4)CC3)c3ccccc3n2)c1

compound no.	13	14	15	16	17	18
CHRM5 agonist	1	0	3	3	-8	10
M4 ag	2	0	1	0	2	15
CHRM4 antagonist	-6	-6	5	-10	0	34*
CRFR2-BP ag	-0.8	x	0.5	2.1	1.1	x
M5 antag	2	13	7	-1	-1	18
CHRM4 PAM	-3	5	4	2	0	-22
M1 PAM	2	-6	3	10	-1	-6
M5 PAM	-1	6	-6	-3	-14	-22
M1 antag	-6	5	-3	1	0	27*

[19] O=C(CCS(=O)(=O)c1ccc(Br)cc1)N1CCN(c2ccc(F)cc2)CC1
[20] CC1CCN(c2nc3ccc(C(=O)NCCCN4CCCCC4)cc3s2)CC1
[21] Fc1ccccc1COc1ccc(Br)cc1CNCc1cccnc1
[22] CCCNC(=O)COc1coc(CN2CCN(C(=O)c3ccco3)CC2)cc1=O
[23] O=C(CCS(=O)(=O)c1cccc2nsnc12)N1CC(=O)N(CCc2ccccc2)C(=O)C1
[24] CC(=O)Nc1ccc(S(=O)(=O)Nc2nc3c(s2)CCCC3)cc1

compound no.	19	20	21	22	23	24
CHRM5 agonist	0	-4	-1	2	-4	-2
M4 ag	4	1	15	1	4	1
CHRM4 antagonist	-1	1	-19	-3	-4	3
CRFR2-BP ag	0.7	0.1	-1.7	0.4	-0.2	-0.2
M5 antag	9	0	-5	4	6	1
CHRM4 PAM	-3	3	-10	9	1	-1
M1 PAM	-1	-3	-3	14	7	5
M5 PAM	-8	-3	-14	6	8	1
M1 antag	-3	4	-7	-16	-4	-7

[25] COC(=O)[C@@]1(Cc2ccc(F)cc2)[C@H]2c3cc(C(=O)N(C)C)n(CCF)c3C[C@H]2CN1C(=O)c1ccccc1
[26] NC(=O)N/N=C/c1cn(-c2ccccc2)nc1-c1ccccc1
[27] CCOC(=O)C1=C(CNCc2ccccc2Cl)NC(=O)NC1c1ccc2c(c1)OCO2 (stereo not drawn)
[28] O=C(N/N=C\c1ccc2c(c1)OCO2)c1ccco1
[29] CCOC(=O)C1CCN(c2nc(-c3ccc(Br)cc3)nc3ccccc23)CC1
[30] O=C(CCN1C(=O)c2ccccc2C1=O)Nc1ccc(S(=O)(=O)N2CCOCC2)cc1

compound no.	25	26	27	28	29	30
CHRM5 agonist	1	-5	-2	-4	0	3
M4 ag	3	2	1	1	0	6
CHRM4 antagonist	-2	-11	-19	-6	-3	-7
CRFR2-BP ag	x	-2.0	-1.1	-3.3	6.8	-0.2
M5 antag	9	3	-4	-12	5	-1
CHRM4 PAM	-1	4	3	8	-1	7
M1 PAM	x	6	5	11	10	2
M5 PAM	-5	1	2	1	11	-1
M1 antag	x	-1	-9	-20	0	-11

[31] COc1ccc(S(=O)(=O)N2CCC(C(N)=O)(N3CCCCC3)CC2)cc1
[32] COc1ccc(N(CC(=O)N/N=C/c2ccccc2OC)S(=O)(=O)c2ccccc2)cc1
[33] CCN(CC)S(=O)(=O)c1ccc(Cl)c(C(=O)OC)c1
[34] COC(=O)C12CCC(C)(c3nc4ccccc4nc31)C2(C)C (stereo not drawn)
[35] O=C(c1cc(-c2cccs2)nc2ccccc12)N1CCN(S(=O)(=O)c2ccccc2)CC1
[36] Cc1ccsc1C(=O)N1CCCC(CCC(=O)NCc2ccc(F)c(F)c2)C1 (stereo not drawn)

compound no.	31	32	33	34	35	36
CHRM5 agonist	-1	-2	-2	4	6	1
M4 ag	0	0	0	12	18	1
CHRM4 antagonist	3	-11	8	-1	17	2
CRFR2-BP ag	-4.5	1.1	0.6	1.7	-0.1	2.0
M5 antag	2	6	2	-2	13	0
CHRM4 PAM	3	0	0	-1	-10	-7
M1 PAM	-2	2	4	5	-11	0
M5 PAM	1	1	-3	1	-8	-1
M1 antag	3	-11	0	3	26	3

[37] Cc1ccc(S(=O)(=O)N(Cc2ccc(F)cc2)C(=O)N2CCN(C)CC2)cc1
[38] COc1ccc2ncn(-c3ccccc3)c2c1
[39] O=C(NCc1nc2ccccc2[nH]1)C1=C[C@@H](c2ccc(Br)cc2)C[C@@H](OCCCCO)O1
[40] O=C(CC1SC(=O)N(c2ccccc2)C1=O)Nc1ccc(Cl)cc1 (stereo not drawn)
[41] Cc1nn(Cc2c(Cl)cccc2Cl)c(C)c1NC(=O)CCCn1nc(C)c([N+](=O)[O-])c1C
[42] Cc1nc(Cc2nnc(SCc3nc(N)nc(Nc4ccccc4C)n3)o2)cs1

compound no.	37	38	39	40	41	42
CHRM5 agonist	-1	-12	2	6	-2	-7
M4 ag	1	1	3	3	6	3
CHRM4 antagonist	-8	0	4	7	-1	-4
CRFR2-BP ag	1.0	-1.4	-0.2	1.1	-1.4	0.4
M5 antag	1	-2	15	5	4	-3
CHRM4 PAM	11	5	4	-9	-5	-2
M1 PAM	0	6	8	5	1	0
M5 PAM	2	3	-6	1	-7	2
M1 antag	6	-2	5	-8	2	1

[43] CCOC(=O)c1cc(-c2ccccc2)nn1CC1CC(c2cccc([N+](=O)[O-])c2)=NO1 (stereo not drawn)
[44] CN=C(NC1CCCCC1)c1ccc([N+](=O)[O-])cc1
[45] CC(C)CCN1CC(C(=O)NCc2ccc(F)cc2)CC1=O (stereo not drawn)
[46] Cc1nn(C(C)CC(=O)O)c(C)c1Br (stereo not drawn)
[47] CSCCC(C(=O)Nc1c(C)cccc1C)N1CCC(Cc2ccccc2)CC1 (stereo not drawn)
[48] COc1cc(C(=O)NCC(=O)N2CCN(S(=O)(=O)c3cc(C)ccc3C)CC2)cc(OC)c1OC

compound no.	43	44	45	46	47	48
CHRM5 agonist	1	3	-2	4	-1	-3
M4 ag	6	0	0	1	0	4
CHRM4 antagonist	-10	-6	1	2	-15	-10
CRFR2-BP ag	-0.2	-0.1	-1.5	-1.4	x	1.0
M5 antag	10	1	10	1	-6	-10
CHRM4 PAM	11	-2	-2	10	-1	4
M1 PAM	0	10	-4	16	-2	5
M5 PAM	0	2	-3	-1	4	3
M1 antag	5	-14	12	-13	-20	-11

Some of the entries above, reformatted.
48. COc1cc(C(=O)NCC(=O)N2CCN(S(=O)(=O)c3cc(C)ccc3C)CC2)cc(OC)c1OC
  CHRM5 agonist = -3
  M4 ag = 4
  CHRM4 antagonist = -10
  CRFR2-BP ag = 1.0
  M5 antag = -10
  CHRM4 PAM = 4
  M1 PAM = 5
  M5 PAM = 3
  M1 antag = -11

45. CC(C)CCN1CC(C(=O)NCc2ccc(F)cc2)CC1=O (stereo not drawn)
  CHRM5 agonist = -2
  M4 ag = 0
  CHRM4 antagonist = 1
  CRFR2-BP ag = -1.5
  M5 antag = 10
  CHRM4 PAM = -2
  M1 PAM = -4
  M5 PAM = -3
  M1 antag = 12

47. CSCCC(C(=O)Nc1c(C)cccc1C)N1CCC(Cc2ccccc2)CC1 (stereo not drawn)
  CHRM5 agonist = -1
  M4 ag = 0
  CHRM4 antagonist = -15
  CRFR2-BP ag = x
  M5 antag = -6
  CHRM4 PAM = -1
  M1 PAM = -2
  M5 PAM = 4
  M1 antag = -20

43. CCOC(=O)c1cc(-c2ccccc2)nn1CC1CC(c2cccc([N+](=O)[O-])c2)=NO1 (stereo not drawn)
  CHRM5 agonist = 1
  M4 ag = 6
  CHRM4 antagonist = -10
  CRFR2-BP ag = -0.2
  M5 antag = 10
  CHRM4 PAM = 11
  M1 PAM = 0
  M5 PAM = 0
  M1 antag = 5

Additional entries:
[49] O=C(O)C1CCCN1C(=O)c1cncc(Br)c1 (stereo not drawn)
[50] CN1CCN(c2nc(Nc3ccc(F)cc3)nc(Nc3ccc(F)cc3)n2)CC1
[51] COc1ccccc1-n1cc(-c2ccc([N+](=O)[O-])cc2)[nH]c1=S
[52] CC(CC(=O)NCc1ccccc1)C1CCCO1 (stereo not drawn)
[53] Cc1cccc(N2CCN(C(=O)C3CC(=O)N(C4CCCC4)C3)CC2)c1C (stereo not drawn)
[54] COc1ccc(-n2ncc3c(Nc4cccc(C)c4)ncnc32)cc1
[55] CCOC(=O)c1cc(S(=O)(=O)Nc2ccc(F)cc2F)cn1C
[56] O=C(N/N=C/c1ccccc1[N+](=O)[O-])c1ccc2c(c1)OCCO2
[57] Cc1cc(N2C(=O)C(O)=C(C(=O)c3cccs3)C2c2ccccc2)no1 (stereo not drawn)

compound no.	49	50	51	52	53	54	55	56	57
CHRM5 agonist	-1	-4	5	3	0	-2	-3	1	3
M4 ag	2	2	1	0	7	2	3	2	-3
CHRM4 antagonist	-5	-1	4	-9	2	-13	-7	-4	0
CRFR2-BP ag	6.0	4.0	0.3	-0.6	-10	11	-0.3	-1.5	-2.8
M5 antag	-1	12	4	6	10	-9	-8	17	1
CHRM4 PAM	7	3	-7	12	1	19*	-6	-7	4
M1 PAM	1	8	2	1	7	20	-4	-1	0
M5 PAM	-2	2	7	0	-3	3	8	-10	7
M1 antag	-17	-7	-6	3	-3	-12	3	-4	-1
